Screening results: PubChem, several laboratories
ADAM10 inh – inhibitors of human ADAM10 | O14672 | recombinant ADAM10, EDANS/DABCYL FRET peptide cleavage, 3 h | inhibition, % at 7 µM | 370,000 tested, 0.62% active | AID 720582;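 active = inhibition above a per-campaign cutoff equal to the mean of compounds falling between control-based bounds plus 3 SD, cut at about 20% in these data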;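 note: 0% = DMSO wells while the 100% control is not disclosed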
GAA850 FXN act – activators of GAA850 frataxin (FXN) promoter | HEK293 lucGAA850 FXN promoter luciferase reporter, 24 h; percent of 10 µM SAHA response | activation, % at 6 µM | 360,000 tested, 0.56% active;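 active = activation above the average of all compounds screened plus 3 SD, cutoff fixed separately per campaign, cut at about 7.5% in these data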;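 note: 0% = DMSO wells and 100% = 10 µM SAHA wells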
rCAG binder – molecules binding r(CAG) RNA repeats. r(CAG) RNA repeat, TO-PRO-1 dye displacement fluorescence. inhibition, % at 3 µM. 370,000 tested, 1.3% active;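 active = inhibition above the plate cutoff, the mean of all test compounds on that plate plus 3 SD, cut at about 35% in these data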;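 note: 0% = DMSO alone and 100% = 100 µM mitoxantrone as full dye displacement; higher means more dye released from RNA so lower well fluorescence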
sPLA2-III inh – Inhibits HGIII-sPLA2 liposome hydrolysis, primary screen; Q9NZ20; QFRET BODIPY PC-A2 liposome hydrolysis, fluorescence; inhibition, % at 12.2 µM; 370,000 tested, 0.56% active;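 active = inhibition above mean plus 3 SD of compounds lying within the high and low control bounds, cut at about 19% in these data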;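 note: 0% = median of test compound wells and 100% = no enzyme DMSO wells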
GC-A act – GC-A (human) enzyme activation. P16066. HEK293 GC-A cells, cGMP TR-FRET, EC30 ANP; 0% at EC30 ANP, 100% saturating ANP. activation, % at 10 µM. 370,000 tested, 0.14% active; in the data active = activation above about 40%
Target sequence (P16066 whole entry, looked up): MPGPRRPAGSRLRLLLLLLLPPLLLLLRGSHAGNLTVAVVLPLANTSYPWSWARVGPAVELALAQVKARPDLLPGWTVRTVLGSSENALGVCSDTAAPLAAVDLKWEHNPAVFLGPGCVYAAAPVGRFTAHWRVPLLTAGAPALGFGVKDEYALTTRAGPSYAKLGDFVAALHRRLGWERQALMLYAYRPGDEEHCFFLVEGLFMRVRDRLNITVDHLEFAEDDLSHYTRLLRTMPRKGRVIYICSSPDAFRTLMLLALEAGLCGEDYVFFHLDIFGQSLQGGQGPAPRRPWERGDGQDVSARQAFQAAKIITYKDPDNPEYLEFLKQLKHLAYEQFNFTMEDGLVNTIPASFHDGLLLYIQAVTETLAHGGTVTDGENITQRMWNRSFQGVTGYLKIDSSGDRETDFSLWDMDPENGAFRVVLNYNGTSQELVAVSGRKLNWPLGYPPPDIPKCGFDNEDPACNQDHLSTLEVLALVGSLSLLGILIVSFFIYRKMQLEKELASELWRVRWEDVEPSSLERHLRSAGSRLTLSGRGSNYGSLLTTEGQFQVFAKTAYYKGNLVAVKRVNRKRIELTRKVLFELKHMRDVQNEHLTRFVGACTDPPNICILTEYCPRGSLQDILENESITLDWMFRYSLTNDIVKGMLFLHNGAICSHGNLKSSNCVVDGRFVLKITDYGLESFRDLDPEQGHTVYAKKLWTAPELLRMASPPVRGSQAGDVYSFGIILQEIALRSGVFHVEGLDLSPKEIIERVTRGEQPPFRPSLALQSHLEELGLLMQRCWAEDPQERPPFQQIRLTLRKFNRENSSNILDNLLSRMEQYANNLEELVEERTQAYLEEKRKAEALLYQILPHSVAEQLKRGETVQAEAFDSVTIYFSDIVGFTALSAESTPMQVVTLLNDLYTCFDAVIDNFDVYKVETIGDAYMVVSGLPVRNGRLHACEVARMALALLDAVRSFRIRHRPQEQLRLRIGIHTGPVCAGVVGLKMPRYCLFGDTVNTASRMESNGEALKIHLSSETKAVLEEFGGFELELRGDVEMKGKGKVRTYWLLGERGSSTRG
ASAP1 GAP inh – ASAP1 ArfGAP inhibition; ASAP1-stimulated ARF1 GTP hydrolysis, GDP FP detection; inhibition, % at 16.5 µM; 360,000 tested, 0.19% active; in the data active = inhibition above about 25%;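 note: 0% = vehicle with enzyme and substrate and 100% = no enzyme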
proKLK7 act – proKLK7 (human) activation, primary screen. purified proKLK7, EDANS-DABCYL substrate fluorescence; 100% is mature enzyme control, 0% vehicle. P49862. activation, % at 7 µM. 370,000 tested, 0.9% active;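 active = activation above the mean of all tested compounds plus 3 SD, computed per campaign excluding outliers beyond control limits, cut at about 13% in these data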
ARFGAP1 inhibitor – rat ARFGAP1 inhibition; Q62848; Arfgap1-stimulated ARF1 GTP hydrolysis, GDP FP detection; inhibition, % at 16.5 µM; 360,000 tested, 0.26% active;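 active = inhibition above a per-plate limit, mean inhibition of low control wells plus 3 SD, cut at about 25% in these data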;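 note: 0% = DMSO wells with enzyme and 100% = wells lacking Arfgap1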
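System: truncated rat Arfgap1 GAP domain / Medium: HEPES-based buffer, pH 7.5 / Also added: N-terminally truncated human ARF1-GTP substrate / Incubation: enzyme reaction 120 min at 25 °C after 20 min preincubation / Measured by: FP of antibody-bound GDP Alexa 633 tracer, ex 620/em 688 nm / Replicates: singlicate, each compound tested once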
GC-B act – GC-B (human) receptor activation. P20594. HEK293-GC-B cells, CNP EC30, cGMP TR-FRET; 0% at EC30 CNP, 100% saturating CNP. activation, % at 10 µM. 370,000 tested, 0.11% active. AID 1920062;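 active = activation at 10 µM reaching about 35% in either raw or pattern-adjusted values, limit read from the data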
DDE Tn6 FP inh – disrupts Tn6 cyclic peptide binding to fibrin D-Dimer-E complex | P02675 | Fibrin DD(E) TRITC-Tn6 fluorescence polarization displacement | inhibition, % at 8.3 µM | 370,000 tested, 0.21% active | AID 720509;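 active = inhibition above a per-campaign cutoff: mean of compounds within control limits plus 3 SD, cut at about 15% in these data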;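 note: 0% = median of all compound wells on the plate and 100% = blocking peptide control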
Starred values were filed as active, the others as inactive; · = not tested or not shown; & = joins results of further samples.

SMILES	ADAM10 inh	GAA850 FXN act	rCAG binder	sPLA2-III inh	GC-A act	ASAP1 GAP inh	proKLK7 act	ARFGAP1 inhibitor	GC-B act	DDE Tn6 FP inh
CCC(C)C(=O)Nc1cc(C(=O)OC)cc(C(=O)OC)c1 (stereo not given)	-6	-0.6	-3	-3	-8	2	-0.1	1	1	3
CCCCCNC(=O)C1C(=O)Nc2ccccc2C(=O)N1c1c(C)cccc1C (stereo not given)	-23	·	1	4	1	4	0.4	-6	0	5
O=C(CCCCCNS(=O)(=O)c1ccc(Br)cc1)NCCN1CCOCC1	3	0.8	-4	0	-2	-7	0.0	1	2	5
CC(=O)c1cccc(NC(=O)COC(=O)CCc2ccc(S(=O)(=O)N3CCOCC3)cc2)c1	-2	0.0	-4	-4	0	6	0.9	4	-2	1
CC1CCC2=NN(C(=O)c3ccco3)C(O)(C(F)(F)F)C2C1 (stereo not given)	1	0.6	4	-3	3	-18	0.4	-4	3	-7
Brc1ccc(/C=C/C=N/Nc2nc3ccccc3s2)cc1	0	3.1	7	1	3	2	-1.0	17	2	-2
CN(C)C(=O)CSc1nnc(Cc2ccc3c(c2)OCO3)o1	-2	0.5	3	2	5	5	0.5	-4	-1	-2
Clc1cccc(CNc2ccn3nc(-c4ccc(OCc5ccccc5)cc4)cc3n2)c1	-121	0.8	14	-14	3	-2	-22	23	-1	6
O=C(O)C1CC1C(=O)Nc1cc(F)ccc1F (stereo not given)	-6	1.9	5	3	4	10	0.4	5	6	-1
COc1cccc(CN2CC(C(=O)NC3CCC(O)CC3)CCC2=O)c1 (stereo not given)	2	-0.2	-2	7	2	2	-0.1	10	-3	10
CCOc1ccc(NC(=O)CCC(=O)NNC(=O)COc2ccccc2C)cc1	-8	2.1	-3	-3	2	4	0.3	2	1	7
CCN1CCN(C(=O)CS(=O)Cc2nc(-c3cccc(C)c3)oc2C)CC1 (stereo not given)	-1	1.0	-2	0	6	1	0.1	-18	6	5
Cc1ccc(NC(=O)c2ncn(CCCNCC3CCCCC3)n2)cc1C	3	0.3	7	-15	1	-7	0.2	0	-6	0
O=C(Nc1ccccc1)Nc1cc(S(=O)(=O)N2CCOCC2)ccc1N1CCCC1	7	2.2	6	10	0	1	0.2	-11	0	-10
CCC(c1ccccc1)c1noc(CCN(CC)CC)n1 (stereo not given)	8	-0.3	-1	-3	-3	-9	-0.5	4	0	12
COC(=O)CCC(C(=O)CN1C(=O)c2ccccc2C1=O)N1C(=O)c2ccccc2C1=O (stereo not given)	0	0.7	3	-7	-2	9	0.3	9	-1	-3
Cc1cc(C)nc(/N=C(\N)Nc2cc([N+](=O)[O-])ccc2C)n1	6	-1.6	10	0	-10	2	0.6	4	-11	-1
Cc1ccc(S(=O)(=O)N2[C@@H](CO)CO[C@H]2CC(=O)c2ccccc2)cc1	-4	·	1	5	1	-5	-0.6	5	7	7
CCNC(=S)Nc1ccccc1-c1ccccc1	9	0.6	0	19	1	-18	-0.3	2	5	2
CC(C)CNC(=O)CSc1nnc(-c2ccccn2)n1Cc1ccccc1	3	-0.2	-5	-2	-4	-2	0.8	-6	2	-7
O=C(O)CCCn1cc(NC(=O)c2cccc(F)c2)cn1	0	-1.3	2	-3	3	3	0.4	-4	-1	1
CCOC(=O)c1cnc(COc2ccccc2Cl)[nH]c1=O	0	-1.6	4	-3	-4	-6	-0.3	-5	-2	11
NC(=O)c1ccc(OCC(=O)N2CCNC2=O)cc1	-11	-0.2	1	0	3	5	-0.1	2	4	4
Cn1cc([N+](=O)[O-])c(C(=O)Nc2nc(-c3ccc(Cl)cc3)cs2)n1	14	-2.0	13	-18	60*	-1	0.1	20	-2	8
COn1c(C)c(C(C)=O)c2c3no[n+]([O-])c3ccc21	5	1.1	0	0	1	-2	0.4	10	0	-8
CCC1(c2ccccc2)SC(=O)NC1=O (stereo not given)	-17	0.3	-1	12	4	-7	-0.4	-1	2	1
CCCCCCCCN1C(=O)[C@H](CC(=O)NCc2ccc(C)o2)C[C@@]2(C(=O)OC)CC(C)(C)CC=C12	9	·	5	-18	1	12	-0.5	-6	-3	-4
Fc1ccc(CCNC(=S)Nc2ccc(F)c(Cl)c2)cc1	9	-1.0	2	-4	4	1	0.2	8	0	-4
CC1CCN(S(=O)(=O)c2ccc(C(=O)NCc3ccc4c(c3)OCO4)cc2)CC1	-4	0.2	-4	-9	2	-1	0.1	8	5	-3
COc1cc2c(cc1OC)C(CC(=O)O)N(C(=O)CC1CCCC1)CC2 (stereo not given)	-21	0.5	1	11	0	-15	8.5	-9	2	0
CCCOc1ccc(C(=O)NC(=S)NCc2cccnc2)cc1	0	0.2	0	0	3	1	-0.2	7	5	-3
CCn1c(SCC(=O)Nc2cc(C(C)(C)C)nn2-c2ccccc2)nnc1-c1cccs1	-10	-2.7	0	-6	-7	-2	-0.4	8	-4	3
CCNc1nc(N)nc(Oc2ccc(OCC)nn2)n1	2	-0.4	0	0	2	3	-0.1	3	2	-9
Cc1cc(C)c(C(N)=O)c(SCC(=O)c2cc(C)c(C)cc2C)n1	-13	-1.1	-6	-21	-2	-21	-0.7	-3	2	1
Cc1ccc(-c2nc(NC(=O)c3nn(C)cc3[N+](=O)[O-])sc2C)cc1C	8	-0.2	1	-10	2	0	0.0	11	3	8
CNC(=O)CSc1nnc(COc2ccc([N+](=O)[O-])cc2)n1C	-3	1.9	0	1	-4	1	-0.1	-5	2	-5

The closing four entries of the part before come first, to join the parts:
SMILES	ADAM10 inh	GAA850 FXN act	rCAG binder	sPLA2-III inh	GC-A act	ASAP1 GAP inh	proKLK7 act	ARFGAP1 inhibitor	GC-B act	DDE Tn6 FP inh
CCNc1nc(N)nc(Oc2ccc(OCC)nn2)n1	2	-0.4	0	0	2	3	-0.1	3	2	-9
Cc1cc(C)c(C(N)=O)c(SCC(=O)c2cc(C)c(C)cc2C)n1	-13	-1.1	-6	-21	-2	-21	-0.7	-3	2	1
Cc1ccc(-c2nc(NC(=O)c3nn(C)cc3[N+](=O)[O-])sc2C)cc1C	8	-0.2	1	-10	2	0	0.0	11	3	8
CNC(=O)CSc1nnc(COc2ccc([N+](=O)[O-])cc2)n1C	-3	1.9	0	1	-4	1	-0.1	-5	2	-5
O=C(NCCc1ccccc1)c1ccc(CS(=O)Cc2cccc(Cl)c2)o1 (stereo not given)	4	0.5	-1	4	1	6	-0.3	9	-6	3
CC(C)(CO)CNC(=O)CCc1nnc(CCCc2ccccc2)o1	3	1.9	-4	-1	3	-3	-0.3	3	-2	4
CC(C)CC1Nc2ncnc(N3CCN(c4ccccn4)CC3)c2N(Cc2ccccc2)C1=O (stereo not given)	-10&-45	-1.2	-1&6	-3&10	-3&-3	0&-11	-0.4&2.0	6&9	3&-1	-2&-4
O=C(Nc1cccnc1)NC1CCCCC1	5	-1.7	-2	5	-2	9	-0.5	6	-1	-6
CCCCCCCCN1C(=O)[C@H](CC(=O)N2CCSCC2)C[C@@]2(C(=O)OC)CC(C)(C)CC=C12	3	·	2	-4	-1	-4	0.6	1	4	1
CC(C)c1nnc(NC(=O)CCC(=O)NCc2ccc(F)cc2)s1	1	2.0	-1	5	-5	-3	0.1	4	-1	-1
CCOC(=O)C1=C(O)/C(=C\c2sccc2C)N=C1C	12	0.4	0	-6	0	1	0.2	-3	-1	-1
O=C(CCCc1ccccc1)NC12CC3CC(CC(C3)C1)C2	5	6.7	-2	-3	1	-2	-0.6	5	-7	-2
COc1ccccc1NC(=O)CSc1nc(O)cc(=O)n1C	-1	1.9	19	1	3	-1	0.8	-7	0	-3
O=C(Nc1c(-c2ccccc2)nc2ccccn12)c1ccccc1	13	-0.4	1	-1	2	-5	-0.2	-18	2	-1
CC(=O)Nc1ccc2c(c1Br)Cc1ccccc1-2	5	3.4	4	-6	20	-2	0.2	-7	-3	2
CSc1ccc(/C=C(\C#N)C(=O)NC2CCCCC2C)cc1 (stereo not given)	-15	-2.2	-4	9	2	-9	-0.4	-4	-4	1
Cc1ccc(S(=O)(=O)NNC(=O)C2COc3ccccc3O2)cc1C (stereo not given)	-2	1.3	-2	-23	1	0	0.8	11	0	1
COc1ccccc1-c1noc(-c2ccccc2C(=O)N2CCOCC2)n1	5	-0.2	-6	0	-1	-6	-0.8	2	-1	2
O=C(NCc1ccc2c(c1)OCO2)Oc1ccccc1	3	-0.6	2	-3	1	-3	0.2	-6	-1	-6
CCOc1cc(C(=O)N[C@@H](C)C(=O)N2CCC3(CC2)NCCc2[nH]cnc23)cc(OCC)c1OCC	-2	-0.3	-7	2	3	10	0.2	-16	-3	-2
Cn1nnnc1Sc1ncnc2scc(-c3ccc(C#N)cc3)c12	-6	-4.7	-3	0	3	-4	0.5	-3	2	-4
CCCCN(C)CCCNC(=O)c1cc(=O)[nH]c2ccc(S(=O)(=O)N3CCCCC3C)cc12 (stereo not given)	-1	-1.3	-1	-7	1	10	-1.1	-3	2	7
NC(=O)C[C@@H]1N[C@]2(C(=O)Nc3ccccc32)[C@@H]2C(=O)N(C3CCCCC3)C(=O)[C@H]12	-5	-0.5	-1	0	2	-3	-0.9	-8	-5	3
Cc1cc(CNC[C@H]2O[C@@H](n3ccc(=O)[nH]c3=O)[C@H](O)[C@@H]2O)no1	-11	·	0	1	2	1	-0.2	7	-3	6
Cc1cc(C)c2c(=O)cc(C(F)(F)F)oc2n1	-2	2.9	-3	3	-1	3	0.8	1	3	2
COc1cc(-c2noc(CCCC(=O)NCc3ccco3)n2)cc(OC)c1OC	6	0.6	1	0	-5	-2	0.2	2	-7	-5
COc1ccc(-n2ncc(C(C)NS(=O)(=O)c3ccc(C)s3)c2C)cc1 (stereo not given)	-2	-1.2	-3	-20	0	2	-0.1	1	-2	6
CCCCC(=O)N1CCN(C(=O)c2ccc3c(c2)nc(C)n3C2CCCC2)CC1	9	·	2	-3	-1	·	-0.5	·	-1	5
CCSC1=C(C#N)C(c2ccc(F)cc2)CC(=O)N1 (stereo not given)	-13	-0.3	-1	6	13	6	1.0	4	4	-1
O=C(Nc1ccc(-c2cc3ccccc3oc2=O)c(Cl)c1)c1cccnc1	-13	-2.9	1	7	·	46*	-0.2	62*	·	3
CCOC(=O)c1c(NC(=O)c2nc3n(n2)C(C(F)F)CC(C)N3)sc2c1CCCC2 (stereo not given)	-16	0.5	3	-1	8	-6	0.2	-9	4	-10
CN(CC1CCOCC1)C(=O)c1ccc2nc(Cc3cccc(Cl)c3)oc2c1	-7	0.9	-9	-18	0	-5	-0.3	-8	9	-1
Cn1c(NC(=O)COc2ccccc2)cc(=O)n(C)c1=O	10	4.4	-1	-6	2	-6	0.2	2	-4	0
NC(=O)C1CC(=O)N(Cc2ccc3c(c2)OCO3)C(=Nc2ccccc2)S1 (stereo not given)	-9	3.0	-4	-1	-1	-14	0.2	1	-6	15
Cc1ccc(NC(=S)N2CCN(S(=O)(=O)c3ccccc3)CC2)cc1	7	-0.3	4	13	2	5	0.3	2	8	-8
